STAT3 blocker: STAT3 signaling inhibition; U3A cells, IL-6 STAT3-luciferase reporter, luminescence; host cell line lacks STAT1; inhibition, % at 5.5 µM; 190,000 tested, 0.89% active;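 active = inhibition above the mean inhibition across all screened compounds plus 3 SD, cut at about 44% in these data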;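 note: 0% = DMSO only wells and 100% = 100 µM nifuroxazide control wells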
APP transl inh: APP translation inhibition; SH-SY5Y APP 5'UTR-luciferase reporter, luminescence; inhibition, % at 2 µM; 190,000 tested, 0.82% active; AID 1285;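 active = inhibition above a set limit, derived from the sample mean plus 3 SD, cut at about 45% in these data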; note: values of inactives mirror those of a sister screen read the other way
STAT3 act: increases IL-6 driven STAT3 reporter signal | U3A cells, IL-6 STAT3-luciferase reporter, luminescence; 100% = signal with IL-6 EC80 alone | activation (% of control), % at 5.6 µM | 190,000 tested, 0.91% active;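 active = activation above the screen-wide mean of compound activation plus 3 SD, cut at about 130% in these data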;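 note: 0% = background luminescence of wells with medium and substrate only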
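Test system: human U3A cells carrying STAT3-luciferase construct; control set: IL-6-only wells as 100% reference; timing: compound pre-incubation 1 h before IL-6, then 6 h stimulation at 37 °C; also added: IL-6 stimulus at 33 ng/mL final; evaluation: % activation versus median of IL-6-stimulated wells; detection: reporter luminescence signal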
TLR4-MyD88 BLA: inhibitors of human TLR4-MyD88 binding. O00206+Q99836. inhibition, % at 8.4 µM. HeLa CL3-4 TLR4/MyD88 BLA complementation, FRET ratio. 200,000 tested, 0.18% active; in the data active = inhibition above about 25%;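 note: 0% = vehicle and 100% = reference inhibitor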
Target sequence (O00206 whole entry, looked up): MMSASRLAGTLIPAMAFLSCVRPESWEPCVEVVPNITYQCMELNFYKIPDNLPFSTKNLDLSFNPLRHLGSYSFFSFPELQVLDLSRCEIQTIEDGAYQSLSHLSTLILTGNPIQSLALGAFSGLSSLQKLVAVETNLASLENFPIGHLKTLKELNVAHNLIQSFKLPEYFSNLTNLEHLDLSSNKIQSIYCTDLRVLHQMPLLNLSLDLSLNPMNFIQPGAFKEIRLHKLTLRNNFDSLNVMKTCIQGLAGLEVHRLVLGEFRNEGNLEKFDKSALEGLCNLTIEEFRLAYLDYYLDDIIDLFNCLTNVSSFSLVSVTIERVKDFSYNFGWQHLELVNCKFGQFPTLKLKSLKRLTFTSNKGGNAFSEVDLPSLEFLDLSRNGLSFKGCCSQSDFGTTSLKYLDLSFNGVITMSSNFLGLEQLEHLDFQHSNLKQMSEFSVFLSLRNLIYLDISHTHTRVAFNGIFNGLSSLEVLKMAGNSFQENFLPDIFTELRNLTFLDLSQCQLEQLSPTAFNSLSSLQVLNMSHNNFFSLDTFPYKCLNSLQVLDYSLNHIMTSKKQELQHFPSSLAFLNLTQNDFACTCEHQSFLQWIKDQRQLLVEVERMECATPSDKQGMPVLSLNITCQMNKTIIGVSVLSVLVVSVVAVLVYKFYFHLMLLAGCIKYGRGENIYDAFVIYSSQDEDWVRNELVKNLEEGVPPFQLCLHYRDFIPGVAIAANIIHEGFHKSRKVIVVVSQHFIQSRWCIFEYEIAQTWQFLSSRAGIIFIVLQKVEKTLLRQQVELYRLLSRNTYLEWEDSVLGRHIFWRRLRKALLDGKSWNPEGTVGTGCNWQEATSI
Target sequence (Q99836 whole entry, looked up): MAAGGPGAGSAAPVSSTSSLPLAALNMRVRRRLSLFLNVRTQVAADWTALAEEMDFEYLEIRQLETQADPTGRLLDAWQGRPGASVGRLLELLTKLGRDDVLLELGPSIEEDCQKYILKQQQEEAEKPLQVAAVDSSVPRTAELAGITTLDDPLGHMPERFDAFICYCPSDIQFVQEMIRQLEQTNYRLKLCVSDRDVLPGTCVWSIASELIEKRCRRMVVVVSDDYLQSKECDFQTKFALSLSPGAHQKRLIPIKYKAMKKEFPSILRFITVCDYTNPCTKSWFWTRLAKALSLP
Diaphorase act: activates diaphorase or chemically reduces, flagging diaphorase assay artifacts; Diaphorase/resazurin coupled assay, resorufin fluorescence, 16 min; stronger effect = higher value; 1 = vehicle wells, 0 = NADH-free wells; activation factor at 20 µM; 190,000 tested, 0.005% active; AID 1229;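 active = diaphorase activity raised at least twofold by the compound at 20 µM; inactive = activation factor below 2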
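Assay system: bacterial diaphorase enzyme (C. kluyveri) / Input: enzyme 0.07 U/mL final / Medium: 50 mM HEPES pH 7.4 with 4.542 mM MgCl2, 0.005% Tween 20 / Doses: single compound dose of 20 µM, 1% DMSO final / Incubation: 16 min enzyme reaction, ambient temperature / Signal: fluorescence, excitation 544 nm and emission 590 nm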
Hsp70 activator: transcriptional activators of Hsp70. HeLa Hsp70 promoter luciferase reporter, luminescence; scaled: vehicle 0, proteasome-inhibitor control 100%. 200,000 tested, 0.04% active. activation, % at 10 µM;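 active = activation above the mean across all tested compounds plus 3 SD, cutoff set per campaign, cut at about 5.5% in these data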;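 note: 100% = MG132 at 30 µM as the positive control and 0% = DMSO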
Diaphorase inh: inhibits diaphorase or chemically oxidizes, flagging diaphorase assay artifacts | diaphorase resazurin-to-resorufin fluorescence, NADH, 16 min; bacterial (C. kluyveri) enzyme, not human | inhibition, % at 20 µM | 190,000 tested, 0.69% active | AID 1217;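 active = primary screen inhibition at 20 µM above a set limit, cut at about 50% in these data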;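 note: plate controls were DMSO with full reaction for no effect and wells lacking NADH for full effect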
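Test system: diaphorase enzyme from Clostridium kluyveri; amount: diaphorase at 0.14 U/mL in enzyme working solution; detection: fluorescence of resorufin formed from resazurin, Ex 544/Em 590 nm; times: reaction incubation of 16 min at room temperature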
STAT1 act: activators of IFN-gamma induced STAT1 signaling; 200,000 tested, 2.6% active; activation (% of control), % at 5.5 µM; NIH 3T3 STAT1-luciferase reporter, luminescence; 100% = IFN-gamma alone, no compound; AID 932;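 active = activation above the screen-wide mean activation plus 3 SD, cut at about 130% in these data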;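 note: raw ratio to IFN-gamma control signal so 100% means no change and 0% no light; values of inactives mirror those of a sister screen read the other way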
STAT1 inh: STAT1 signaling inhibition. NIH 3T3 STAT1-luciferase reporter, IFN-gamma, luminescence. inhibition, % at 5.5 µM. 200,000 tested, 0.35% active. AID 920;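 active = inhibition above a set limit, the mean inhibition across all tested compounds plus 3 SD, cut at about 34% in these data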;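 note: 0% = IFN-gamma with DMSO and 100% = IFN-gamma with 300 µM nifuroxazide; values of inactives mirror those of a sister screen read the other way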
G6PDH counter: inhibits Leuconostoc G6PDH, flagging false hits in G6PDH-based assays. inhibition, % at 5 µM. Purified L. mesenteroides G6PDH, diaphorase/resazurin coupled fluorescence, 45 min. 200,000 tested, 0.12% active; in the data active = inhibition above about 50%
* hit, by the source's call; x = not tested or not shown.

SMILES	STAT3 blocker	APP transl inh	STAT3 act	TLR4-MyD88 BLA	Diaphorase act	Hsp70 activator	Diaphorase inh	STAT1 act	STAT1 inh	G6PDH counter
Cc1cc(Cl)ccc1OCC(=O)OC(C)C(=O)NC(N)=O (centres undefined)	5	-11	104	5	1	-0.4	-3	93	8	7
Cc1nc(NC(=O)CSc2nnnn2C)sc1C	-25	-4	122	0	0.9	0.0	12	127	-29	7
O=C1CCC/C1=C/Nc1ccc2c(c1)OCO2	-5	-12	108	8	0.7	0.1	29	118	-21	-24
N=c1c2c(n(Cc3ccc(F)cc3)c3c1CCC3)CCCC2	25	8	82	7	1	-0.2	4	91	9	6
CC(C)C(=O)N(c1ccc2oc(=O)sc2c1)S(=O)(=O)c1cccs1	-4	-17	104	10	0.8	-0.1	16	102	-2	2
N#CCCN(C(=O)CN1C(=O)NC2(CCCC2)C1=O)c1ccccc1F	-9	7	106	-2	0.9	-0.2	10	102	-2	3
C/C(=N\NC(=O)c1cccc(N/N=C(\C)c2ccccc2)c1)c1ccccc1	1	-16	101	-4	1	0.2	5	118	-20	-17
Cc1ccc(CNCc2cccnc2)s1	7	5	100	-16	0.9	-0.2	7	99	-1	3
O=C(Nc1ccccc1N1CCOCC1)c1ccccc1NS(=O)(=O)c1ccc(F)c(F)c1	19	13	90	3	0.8	-0.4	19	99	1	-2
CC(C)N(CC#CC(O)(c1ccccc1)c1ccccc1)CCO	-3	-14	104	3	0.9	-0.3	7	102	-3	2
COC(=O)c1oc2ccc(Cl)cc2c1-n1cccc1	4	-4	100	-9	0.9	-0.3	12	98	2	-16
CN(c1ccc(O)cc1)c1nc(-c2cccs2)cs1	4	-173	101	-5	x	0.2	x	141*	-44	6
CCC(C)(C)n1nnnc1C(c1cccnc1)N1CCCC(C)C1 (centres undefined)	6	-6	102	-5	0.8	0.2	15	92	8	4
COC(=O)C/C=C/[C@@H](C)[C@@H](/C=N/OC[C@@H](C)[C@H](OCc1ccccc1)C(C)C)NS(=O)(=O)c1ccc(C)cc1	-9	6	105	-12	0.7	-0.3	34	95	6	18
CCOc1ccc(C(=O)NC(=S)Nc2ccc(NC(=O)C(C)C)cc2)cc1[N+](=O)[O-]	7	4	93	-4	0.9	0.0	10	105	-5	-2
CCOC(=O)N1CCN(S(=O)(=O)c2ccc3c(c2)CCN3C(=O)CC)CC1	7	1	94	-5	0.9	-0.1	10	100	2	5
CC(C)c1nc(SCC(=O)Nc2ccc3c(c2)OCO3)n[nH]1	-6	6	109	11	1	0.3	2	101	-1	8
CC1=C(C(=O)OCC2CCCO2)C(c2cccc(C(F)(F)F)c2)C2=C(CC(c3ccco3)CC2=O)N1 (centres undefined)	-4	x	104	16	0.7	-0.3	28	99	5	3
CC(C)N(c1ccccc1)c1ncnc(NCCC(=O)O)c1[N+](=O)[O-]	1	-18	101	-2	0.8	-0.1	20	97	3	-8
COc1ccc(C2(CNC(=O)c3ccco3)CCOCC2)cc1	3	4	101	-7	0.9	-0.2	10	100	0	1
O=C(O)CCc1ccc(-c2cccs2)n1CC1CCCO1 (centres undefined)	-3	2	103	-11	0.9	-0.4	10	101	-1	3
O=C(NC1CCCC1)c1ccc(S(=O)(=O)N2CCCC2)cc1	-1	5	104	7	0.9	0.4	7	96	4	11
C#CCOCCOCCOCCNc1nc(N2CCN(C(=O)[C@H](CCC(=O)O)n3cc(C(N)[C@H](C)CC)nn3)CC2)nc(N2CCN(C(=O)[C@H](Cc3cc4ccccc4[nH]3)n3cc(C(N)[C@H](C)CC)nn3)CC2)n1 (some centres undefined)	x	-28	x	3	1.2	0.2	-15	105	-3	-2
COc1cc(C2C(C#N)=C(N)OC3=C2C(=O)CCC3)cc(OC)c1OC(=O)N1CCOCC1 (centres undefined)	-3	1	106	-13	0.8	-0.6	16	100	0	15
C=CCOC(=O)C1=C(C)Nc2[nH]c(=O)[nH]c(=O)c2C1c1cccc(OC)c1 (centres undefined)	1	-7	102	20	0.8	-0.3	21	78	13	4
CNS(=O)(=O)c1cc(NC(C)=O)c(C)cc1C	3	1	99	2	0.9	-0.3	6	106	-6	14
CC(C)CCNC(=O)c1ccc(CSCc2cccc(F)c2)o1	1	-2	103	5	0.8	0.3	16	103	-3	8
O=C(Nc1ccc(CN2CCCCC2)cc1)c1cccc(F)c1	-10	-5	113	1	1	-0.3	3	117	-21	3
COc1ccc(/C=N/Nc2nc(-c3cccc(S(=O)(=O)N4CCCC4)c3)cs2)c(OC)c1	12	-16	90	11	0.9	-0.3	12	108	-8	-8
O=C(CCC(=O)c1ccc(Oc2ccccc2)cc1)Nc1ccc(Cl)cc1Cl	0	-10	104	12	0.9	-0.2	6	101	-1	4
O=C(O)CN(CCO)CCN(CC(=O)O)CC(=O)O	3	3	99	5	0.9	-0.3	11	109	-10	15
COc1ccc(C(=O)NC2CCCCC2)cc1S(=O)(=O)N1CCCC1	11	-7	92	1	1.1	-0.1	-10	97	3	7
COC(=O)Cc1c(C)c2ccc(OC(=O)c3ccccc3)cc2oc1=O	2	-2	99	-8	0.9	-0.2	14	95	5	1
COC(=O)c1ccccc1NC(=O)CSc1nc2c(c(=O)n(C)c(=O)n2C)n1C	7	-4	99	5	x	-0.5	x	96	5	x
Cc1ccc(S(=O)(=O)Nc2cc(C(F)(F)F)ccc2N2CCOCC2)c(C)c1	-11	-19	107	4	0.8	-0.6	22	95	6	4
Cn1c(NC(=O)c2ccccc2F)cc(=O)n(C)c1=O	3	-7	101	17	1.1	-0.5	-8	94	7	-2
CCOC(=O)CSc1nc(-c2ccncc2)ccc1C#N	1	-185	104	4	0.8	0.2	16	159*	-64	5
Cc1ccc(CNC(=O)C2CC(=O)N(C3CCCCCC3)C2)cc1 (centres undefined)	5	10	101	3	1.2	0.2	-23	98	0	6
CCc1nc(NC(C)C)c2oc3ccccc3c2n1	-9	-11	110	-2	1	-0.3	4	103	-3	8
O=C(Cc1ccccc1Cl)Nc1cccc(S(=O)(=O)N2CCOCC2)c1	-15	-12	108	-2	0.9	-0.4	12	99	1	4
NC(=O)NC(=O)COC(=O)c1ccc(OC(F)F)cc1	12	-1	94	-15	0.9	-0.2	11	102	-5	2
Cc1ccccc1N1C(=S)NC2c3ccccc3OC1(C)C2C(=O)N(C)C (centres undefined)	6	-10	103	-12	1	0.1	4	99	-1	8
Nc1cc(OCC(F)(F)F)cc(OCC(F)(F)F)c1	0	1	104	12	0.9	-0.1	14	96	1	19
O=C(NCCSCc1ccco1)Nc1cccc(Cl)c1	-4	-18	107	-21	0.9	0.1	14	108	-9	-22
c1ccn(-c2ccc(N3CCOCC3)cc2)c1	7	-17	96	-1	0.8	0.1	17	122	-25	12
O=S(=O)(c1cccc2cccnc12)N1CCN(Cc2ccccc2)CC1	0	10	106	-8	0.8	-0.1	15	102	-5	11
C/C=C/c1ccc(OCCCCOc2ccc(OC)cc2)c(OC)c1	-1	1	100	-3	0.8	-0.3	16	105	-5	-20
Cc1nc(NC(=S)NC(=O)COc2ccc(Cl)cc2)ccc1Br	-9	2	111	-3	0.9	-0.2	6	99	1	17
O=C(CSc1ccccn1)Nc1ccc(Cl)cn1	10	8	95	-5	1	-0.3	2	112	-14	5
CC1CCN(CCCNC(=O)c2cc3c(Cl)nc4ccccc4c3s2)CC1	2	10	104	-14	1.1	0.0	-8	119	-20	-6
O=C(CSc1nnc(COc2ccc(Cl)cc2)n1Cc1ccco1)c1ccccc1F	14	5	91	9	0.8	-0.1	16	96	4	2
CCc1ccccc1NC(=S)N(Cc1ccc(C(=O)O)cc1)Cc1ccc(OC)c(OC)c1	24	14	88	-12	1.1	0.1	-15	109	-11	9
N#Cc1c(-c2cccs2)nc(SCc2ccc(Cl)cc2)[nH]c1=O	4	17	99	10	0.6	0.0	39	99	-1	20
CC(C)CC(=O)N1CCC(O)(CS(=O)(=O)c2ccc(Cl)c(Cl)c2)CC1	9	-6	96	2	1	-0.2	1	101	-2	0
Cc1cccc(NC(=O)C23CCC(C)(C(=O)O2)C3(C)C)c1 (centres undefined)	-10	-37	108	-4	0.9	-0.2	7	98	3	0
COc1cc([N+](=O)[O-])ccc1NC(=O)CCCOc1cccc(C)c1	12	7	96	-21	0.7	-0.5	29	100	0	3
Cc1ccc(C)c(S(=O)(=O)NCc2ccc(C(=O)N3CCN(C)CC3)cc2)c1	2	-26	102	6	1.1	-0.1	-11	104	-5	7
CC(/C=C/c1ccc(N(C)C)cc1)=N/N=C1/NC(=O)CC(C(=O)Nc2ccc(Cl)cc2)S1 (centres undefined)	-11	-29	107	7	0.8	-0.2	23	103	-1	0
O=C(C1CCCN(S(=O)(=O)c2cccc3cccnc23)C1)N1CCc2ccccc21 (centres undefined)	-35	-9	138*	5	0.9	-0.2	6	94	7	-4
Cc1oc(-c2ccc(Cl)cc2)nc1CN1CCCC(C(=O)N2CCN(C(=O)c3ccco3)CC2)C1 (centres undefined)	79*	x	38	1	0.9	0.1	6	88	14	12

Rewritten bar-delimited: entries from further up.
molecule | STAT3 blocker | APP transl inh | STAT3 act | TLR4-MyD88 BLA | Diaphorase act | Hsp70 activator | Diaphorase inh | STAT1 act | STAT1 inh | G6PDH counter
Cc1cccc(NC(=O)C23CCC(C)(C(=O)O2)C3(C)C)c1 (centres undefined) | -10 | -37 | 108 | -4 | 0.9 | -0.2 | 7 | 98 | 3 | 0
COc1cc([N+](=O)[O-])ccc1NC(=O)CCCOc1cccc(C)c1 | 12 | 7 | 96 | -21 | 0.7 | -0.5 | 29 | 100 | 0 | 3
Cc1ccc(C)c(S(=O)(=O)NCc2ccc(C(=O)N3CCN(C)CC3)cc2)c1 | 2 | -26 | 102 | 6 | 1.1 | -0.1 | -11 | 104 | -5 | 7
CC(/C=C/c1ccc(N(C)C)cc1)=N/N=C1/NC(=O)CC(C(=O)Nc2ccc(Cl)cc2)S1 (centres undefined) | -11 | -29 | 107 | 7 | 0.8 | -0.2 | 23 | 103 | -1 | 0

More compounds
SMILES	STAT3 blocker	APP transl inh	STAT3 act	TLR4-MyD88 BLA	Diaphorase act	Hsp70 activator	Diaphorase inh	STAT1 act	STAT1 inh	G6PDH counter
COc1ccc2c(c1)[nH]c1c(=O)n(CCN3CCCC3)cnc12	-1	-1	105	-8	1	-0.2	0	96	4	1
CC(=O)Nc1ccc(N2C(=O)c3cccc(NC(C)=O)c3C2=O)cc1	2	19	97	-7	0.9	-0.2	8	100	0	-2
COc1cc(/C=N/NC(=O)c2cccc([N+](=O)[O-])c2)cc(OC)c1O	5	2	97	-2	0.9	0.5	13	96	3	5
Cc1noc(C)c1COC(=O)CCc1nc2ccccc2c(=O)[nH]1	4	-4	98	3	1.1	0.1	-8	96	4	5
N#C/C(=C\c1ccccn1)c1nc2ccccc2s1	-2	-3	107	8	0.9	-0.4	12	112	-13	-1
